p53null 32C tox – selectivity test: cytotoxicity in p53 null cells, permissive temperature | H1299-neo p53 null cells, ATP luminescence, 24 h, 32C | Potency, µM (titrated, usually from 46.1 µM), inactives show top-dose activity change, negative = cytotoxicity, most hits filed as cytotoxic | 55,000 compounds, 0.62% hits;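 further: potency means the concentration at half of the fitted maximal effect; 0% = DMSO only and -100% = full killing by 100 µM tamoxifen; nearly all actives have a fitted effect of over 55% in size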
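ATP-content luminescence in p53-null H1299-neo cells after 24 h compound exposure (up to 46 uM) at 32C permissive temperature; 0% and 100% killing set by DMSO and 100 uM tamoxifen; Hill-equation AC50.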
p53null 39C kill – selectivity test: cytotoxicity in p53 null cells, nonpermissive temperature | H1299 p53-null (neo) cells, 39C, ATPlite viability, 24 h | Potency, µM (top dose mostly 46.1 µM), inactives show at the top dose activity, negative = cell killing, actives largely listed as cytotoxic | 55,000 compounds, 0.97% hits | AID 904;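 further: potency means the concentration at half of the fitted maximal effect; 0% = DMSO only and -100% = full killing by 100 µM tamoxifen; nearly all actives have a fitted effect of over 50% in size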
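H1299 lung cancer cells, p53-null (H1299-neo) or expressing p53 A138V (H1299-p53A138V), were plated overnight at 37C, then exposed to compounds at up to 46 uM for 24 hr at 39C. Viability was read by ATP-based luminescence.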
GALK inhibitor – inhibits human galactokinase; P51570; recombinant GALK, Kinase-Glo ATP luminescence, 1 h; Potency, µM (highest dose often 57.5 µM), inactives show at the highest dose activity, negative = inhibition, hits mostly inhibitors; 44,000 tested, under 10 active;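 further: plate controls were full GALK reaction for no effect and reaction lacking GALK for full effect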
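Reactions with and without enzyme served as controls. GALK at 5 nM phosphorylates 100 uM galactose using 35 uM ATP (HEPES pH 8.0, Mg2+) for 1 h at RT, with luminescence read 10 min after adding Kinase-Glo Plus.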
NTMT1 inhibitor – NTMT1 methyltransferase inhibition; Q9BV86; NTMT1 MTase-Glo SAH luminescence, purified enzyme; Potency, µM (top dose mostly 114 µM), for inactives: at the highest dose activity change, negative = inhibition, usual class: inhibitors; 59,000 compounds, 2.5% hits;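 further: potency means the concentration at half of the fitted maximal effect; plate controls were DMSO vehicle for no effect and no enzyme for full effect; nearly all actives have a fitted effect of over 65% in size; many of its hits are not listed in these tables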
Target sequence (Q9BV86 whole entry, looked up): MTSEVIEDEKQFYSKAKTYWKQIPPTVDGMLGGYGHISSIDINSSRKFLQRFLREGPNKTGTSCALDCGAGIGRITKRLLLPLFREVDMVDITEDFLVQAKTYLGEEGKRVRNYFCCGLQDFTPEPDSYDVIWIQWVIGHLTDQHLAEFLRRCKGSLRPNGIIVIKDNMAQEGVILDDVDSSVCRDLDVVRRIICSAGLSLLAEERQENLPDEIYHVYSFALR
FH mod – Identification of activators of human fumarate hydratase by quantitative high-throughput screening | FH coupled MDH/diaphorase resazurin fluorescence, 15 min | Potency, µM (top dose mostly 79.9 µM), for inactives: top-dose activity change, negative = inhibition, hits mostly inhibitors | 54,000 compounds, 0.22% hits | AID 1347055, 2019; further: potency means the concentration at half of the fitted maximal effect; on the % scale 0 is the no-effect control and ±100 the full control effect; the screen sought activators but most active calls are inhibition curves; nearly all actives have a fitted effect of over 45% in size
B2AR arrestin ag – agonists recruiting beta-arrestin to human beta2-adrenergic receptor; P07550; AID 1347077; 44,000 tested, under 10 active; Potency, µM (highest dose often 46.1 µM), inactives show at the highest dose activation, usual class: activators; HTLA Tango cells, beta-arrestin recruitment, luciferase luminescence, 18 h;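 further: potency means the concentration at half of the fitted maximal effect; 0% = DMSO and full agonism = EC100 isoproterenol or metaproterenol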
Target sequence (P07550 whole entry, looked up): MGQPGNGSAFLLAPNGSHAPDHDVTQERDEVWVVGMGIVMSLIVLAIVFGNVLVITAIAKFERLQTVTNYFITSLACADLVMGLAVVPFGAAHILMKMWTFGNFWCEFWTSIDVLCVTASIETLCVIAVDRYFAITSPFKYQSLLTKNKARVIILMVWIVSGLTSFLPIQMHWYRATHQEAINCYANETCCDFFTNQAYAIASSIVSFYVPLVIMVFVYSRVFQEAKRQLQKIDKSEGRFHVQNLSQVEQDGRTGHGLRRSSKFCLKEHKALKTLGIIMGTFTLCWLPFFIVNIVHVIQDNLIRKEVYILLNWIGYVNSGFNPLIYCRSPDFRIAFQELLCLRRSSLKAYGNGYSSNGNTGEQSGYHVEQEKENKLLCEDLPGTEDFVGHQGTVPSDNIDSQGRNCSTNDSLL
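Tango cells (recombinant beta2-AR, beta-arrestin, tTA-driven luciferase), 1500/well in DMEM 1% FBS, treated 18 h at 37 °C with compounds up to 46 µM; luciferin mix added, luminescence read after 15 min; %activity curves fitted and curve-classed.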
PTAP-TSG101 blk – blocks PTAP binding to human TSG101, validation; Q99816; Fluorescence polarization, FITC-PTAP peptide/Tsg101, 20 min; Potency, µM (doses to about 115 µM), for the others: top-dose activity change, negative = inhibition, most hits filed as inhibitors; 44,000 tested, under 10 active; AID 1347069; further: potency means the concentration at half of the fitted maximal effect; 0% is about no effect
Target sequence (Q99816 whole entry, looked up): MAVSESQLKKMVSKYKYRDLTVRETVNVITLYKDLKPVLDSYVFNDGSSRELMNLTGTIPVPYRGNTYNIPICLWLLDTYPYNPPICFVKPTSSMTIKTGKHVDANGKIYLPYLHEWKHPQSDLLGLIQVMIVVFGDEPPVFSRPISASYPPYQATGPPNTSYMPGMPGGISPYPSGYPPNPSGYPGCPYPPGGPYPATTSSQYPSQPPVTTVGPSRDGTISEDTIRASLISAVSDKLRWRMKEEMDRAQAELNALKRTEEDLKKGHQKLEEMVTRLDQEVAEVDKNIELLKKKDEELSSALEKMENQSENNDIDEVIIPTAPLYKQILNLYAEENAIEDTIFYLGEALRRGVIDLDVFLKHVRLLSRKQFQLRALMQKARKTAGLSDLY
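Steps: Tsg101 binding domain (10 uM final) in HEPES pH 7.5/NaCl/Tween 20/EDTA/TCEP; add compound; add FITC-PTAP peptide (50 nM final); incubate 20 min r.t.; read polarization.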
Starred values were filed as active, the others as inactive; u = inconclusive; x = no result given; [ ] = remark or other dose. The call rests on the fitted dose curve; in most records, active means well fitted curve in the direction sought with a large enough effect; inconclusive means small, poorly fitted or top-dose-only effect, or another doubt; inactive means no such curve, though single readings can be large; an effect the other way counts as inactive or inconclusive. An excerpt. The share of hits here may be higher or lower than overall.

Under each structure: p53null 32C tox | p53null 39C kill | GALK inhibitor | NTMT1 inhibitor | FH mod | B2AR arrestin ag | PTAP-TSG101 blk
> Cc1ccc(CNC(=O)CN2N=C(c3ccccc3)CCC2=O)cc1
→ -10.9% | 6.3% | -0.5% | 0.9% | -4.9% | 0.1% | -5.3%
> CCCC(=O)NCC(c1ccc2c(c1)OCO2)N1CCN(c2ccc(F)cc2)CC1 (centres undefined)
→ -4.1% | 16.4% | -0.1% | 4.6% | 3.7% | 0.0% | 0.6%
> CCOC(=O)c1c(SCC(=O)Nc2nc3ccccc3s2)nc(=O)[nH]c1C
→ -5.1% | 11.2% | 0.0% | u | -2.1% | u | -3.8%
> COc1ccc(NC(=O)CCNS(=O)(=O)c2cccc3nonc23)c(OC)c1
→ 4.1% | -6.2% | 6.1% | 4.3% | 5.6% | 0.9% | 1.2%
> COc1ccc(CCNC(=O)c2ccc3c(c2)nc2n3CCC(C)C2)cc1OC (centres undefined)
→ -9.6% | 15.7% | 0.3% | -2.5% | -27.0% | 0.4% | -8.3%
> OCc1cnc(SCc2cccc(F)c2)n1Cc1ccc(F)cc1
→ -7.6% | 15.0% | 1.8% | -26.0% | -5.3% | -0.7% | -0.7%
> CC(=O)Nc1cc(C(=O)NCc2ccc(F)cc2)ccc1Sc1ccc(C)cc1
→ 6.7% | -10.8% | 1.8% | 1.6% | -15.5% | 1.4% | 4.9%
> c1ccc(-c2cn(-c3ccccc3)c3ncnc(N4CCN(c5ccccc5)CC4)c23)cc1
→ 1.6% | 14.2% | -4.1% | 7.1% | -11.2% | -1.7% | -1.1%
> Cc1cccc(C)c1-n1ncc(C(=O)NC2CCCC2)c1C1CCN(C(=O)OC(C)(C)C)CC1
→ 13.4% | 17.5% | -3.2% | 22.7% | 0.1% | 0.3% | -8.5%
> CCn1c(C(=O)Nc2c(C)cccc2C)cc2sc(Cl)cc21
→ -1.3% | -5.9% | -10.5% | 4.1% | -17.3% | 0.8% | -4.4%
> COc1ccc(-n2ccnc(NCc3cccs3)c2=O)cc1OC
→ -1.8% | -24.4% | 0.6% | u | 0.1% | 0.2% | -1.2%
> N#Cc1ccccc1NC(=O)CSc1nnc(N)s1
→ -1.2% | 7.1% | -1.5% | -4.4% | -0.4% | 1.8% | -1.5%
> Cc1ccsc1CN(C(=O)c1ccc(OCC(C)C)cc1)C1CCS(=O)(=O)C1 (centres undefined)
→ 1.4% | -4.0% | 3.5% | -1.1% | -11.0% | -0.4% | -4.4%
> Cc1ccc(NC(=O)c2cc3ccccn3n2)cc1F
→ 12.6µM* | u | 0.7% | x | x | -0.4% | -1.9%
> COc1ccc(CCNC(=O)CN2C(=O)COc3ccc(C)cc32)cc1OC
→ -8.7% | -5.0% | 2.6% | 3.6% | 2.7% | 0.7% | -0.1%
> Cc1ccccc1OCc1cc(=O)n2c(-c3ccccc3)csc2n1
→ -3.6% | -6.8% | -0.6% | 18.0% | 1.4% | -2.1% | 6.4%
> CC(C)(C)C(=O)CSc1nc2ccsc2c(=O)n1Cc1ccccc1Cl
→ 1.1% | 4.7% | -0.3% | -0.8% | -16.9% | -2.4% | 0.4%
> Cc1nc2ccn(Cc3cccnc3)c(=O)c2cc1C(=O)NCc1ccccc1
→ 10.1% | 0.2% | -0.4% | 6.1% | 11.5% | 0.7% | -4.2%
> Cc1ccc(CNC(=O)c2ccc3c(c2)NC(=O)C(CS(=O)(=O)Cc2cccc(F)c2)N3)cc1 (centres undefined)
→ 2.6% | -0.2% | 0.9% | 9.7% | u | -0.1% | 61.9%[activator]
> Cc1ccc(NC(=O)C(Cc2ccccc2)NS(=O)(=O)c2ccc3c(c2)c(=O)n(C)c(=O)n3C)cc1 (centres undefined)
→ -6.6% | -11.8% | -1.8% | 16.1% | -10.5% | 0.7% | -0.5%
> CC(C)Cc1nn2c(=O)cc(COC(=O)c3ccccc3NC(=O)c3ccccc3)nc2s1
→ -3.6% | 11.9% | 0.7% | 4.2% | -3.6% | -0.3% | 6.5%
> CCCn1c2ccccc2c2cnn(CC(=O)NCCc3ccc(S(N)(=O)=O)cc3)c(=O)c21
→ -4.5% | 0.7% | -2.6% | -1.6% | -7.8% | 0.1% | -3.5%
> COc1cc(NS(=O)(=O)c2c(C)nc3sc(C)c(C)n3c2=O)cc(OC)c1
→ 2.2% | -25.3% | -4.8% | 4.6% | -3.2% | -0.3% | 0.7%
> COc1ccc(C(=O)Oc2cc(-c3ccc(OC)c(OC)c3)cc(=O)c3c(C)oc(C)c23)cc1
→ 15.5% | 52.4%[activator] | -2.3% | 24.3% | -17.7% | 0.1% | 4.5%
> CCc1nonc1NC(=O)c1oc2cc(C)c(Cl)cc2c1C
→ -2.0% | -28.9% | -0.9% | 4.5% | 5.2% | -2.2% | 3.1%
> Cc1cccc(NS(=O)(=O)c2ccc(Cl)c(C(=O)Nc3ccccc3C)c2)c1
→ 19.9% | 0.5% | 0.0% | 4.1% | -12.2% | -0.3% | 1.7%
> Cc1cccc(N(C)S(=O)(=O)c2nnc(NC(=O)c3cccs3)s2)c1
→ 9.7% | -12.2% | -11.1% | 14.4% | -7.4% | -0.9% | -3.3%
> Cc1ccc(NC(=O)C2CCN(c3nnc(C)c4c(C)n(-c5ccccc5)nc34)CC2)c(Cl)c1
→ 8.3% | 23.5% | 6.4% | u | 6.5% | -1.0% | 6.6%
> Cc1cc(NC(=O)c2cccc(Cl)c2)ccc1-c1cc2ccccc2oc1=O
→ 3.3% | 9.1% | -20.1% | 6.6% | -21.6% | 0.7% | 0.8%
> CCOc1ccccc1-n1nnc(-c2nc(-c3ccccc3)no2)c1N
→ -2.7% | -12.1% | 3.2% | -3.0% | 4.1% | 0.3% | -4.0%
> COc1ccc(N2CCN(C(=O)c3ccc4c(c3)CCN4S(C)(=O)=O)CC2)cc1
→ -4.3% | u | -6.6% | -22.0% | 15.7% | -0.8% | -3.2%
> O=C(CSc1cn(CC(=O)N2CCCCC2)c2ccccc12)Nc1ccccc1
→ 2.9% | 16.9% | -1.2% | 18.7% | 3.1% | 1.5% | -6.0%
> COc1ccc(CNC(=O)CN2C(=O)c3cccnc3Oc3ccc(C)cc32)cc1
→ -5.1% | -17.5% | 0.6% | 9.5% | -5.8% | -0.7% | -1.5%
> Cc1cccc(C)c1NC(=O)Cn1c(=O)n(Cc2ccc3c(c2)OCO3)c(=O)c2oc3ccccc3c21
→ 8.4% | -14.1% | 2.2% | 14.3% | 4.0% | 0.5% | -1.2%
> Cc1ccc2c(CN3CCN(Cc4ccccc4Cl)CC3)cc(=O)oc2c1
→ -3.1% | -9.0% | 2.1% | -4.6% | -14.9% | -0.5% | -2.3%
> Cc1ccc(NC(=O)Nc2nnc(N(CC(C)C)CC(C)C)s2)cc1Cl
→ -6.8% | -7.8% | 3.2% | 8.9% | -20.3% | -2.4% | 0.3%
> Cc1cccc(NC(=O)CSc2nc(=O)n(Cc3cccnc3)c3c2CCC3)c1C
→ -1.4% | 7.3% | -2.3% | 12.6% | 2.6% | -2.8% | -2.8%
> COc1ccc(NS(=O)(=O)c2ccc3c(c2)NC(=O)CCS3)c(OC)c1
→ -12.8% | -17.6% | -1.2% | u | -4.5% | -0.9% | -4.7%
> Cc1ccc(NC(=O)CCNS(=O)(=O)c2cccc3nsnc23)cc1
→ 9.3% | 0.7% | 3.7% | 11.3% | -12.4% | 0.6% | -7.0%
> COc1ccccc1NC(=O)CSc1ncc2c(n1)-c1cc(Cl)ccc1N(C)S2(=O)=O
→ 13.9% | 1.0% | -0.5% | 22.6% | -2.7% | 0.2% | -0.8%
> CCOCCCNc1nc2ccccc2n2c(CC)nnc12
→ -7.6% | 6.1% | 2.7% | 17.3% | -9.2% | 1.9% | -7.3%
> CC(=O)Nc1ccc(C(=O)CSc2nnc(-c3ccccc3)n2-c2ccccc2)cc1
→ 18.6% | -25.6% | 6.9% | 11.4% | -3.0% | -1.1% | -1.6%
> Cc1ccc(CCNC(=O)c2ccc3c(c2)nc2n3CCC(C)C2)cc1 (centres undefined)
→ -4.9% | -1.9% | 1.8% | 5.3% | -23.8% | 0.0% | -1.4%
> COc1ccccc1-c1nn(CCC(=O)Nc2ccc(C)cc2)c2nc(C)cc(C)c12
→ 9.1% | -1.3% | -3.0% | -2.6% | -21.7% | -2.2% | 0.0%
> CCOc1ccccc1NC(=O)Cn1c(=O)n(Cc2ccccc2)c(=O)c2c1c1cc(C)ccc1n2C
→ -1.8% | 12.1% | 2.1% | 14.8% | 4.6% | 0.2% | -3.5%
> O=C(Nc1cccc(Cl)c1)N1CCSc2ccccc21
→ -10.6% | -16.0% | -0.6% | u | -34.9% | 1.5% | 1.0%
> COc1cc(OC)c(NC(=O)C(C)n2nc(-c3ccc(C)cc3)c3c(c2=O)CCCC3)cc1Cl (centres undefined)
→ 4.2% | 16.4% | 8.3% | u | -26.3% | -0.3% | 1.0%
> COc1ccccc1C(=O)Nc1c(C(=O)NC(C)(C)C)oc2ccccc12
→ -4.4% | -16.3% | 0.6% | 3.8% | -9.5% | -0.1% | -0.1%
> CCOc1ccc(-c2cc(NC(=O)Nc3cccc(C(C)=O)c3)c(C(=O)OC)s2)cc1
→ -4.3% | -11.3% | 2.1% | -0.8% | -15.2% | -1.8% | -1.3%
> COCCn1c(C)cc(O)c(C(c2ccccc2OC)N2CCCCC2)c1=O (centres undefined)
→ -0.7% | -4.3% | 1.5% | 12.6% | 22.0% | 0.9% | 2.0%
> Cc1cccc(C(=O)OCc2cc(=O)n3ccsc3n2)c1
→ -28.4% | -27.3% | 0.3% | -1.8% | -16.3% | -0.1% | -4.8%
> Cc1ccc(N(CC(=O)N2CCN(c3ccc(Cl)cc3)CC2)S(=O)(=O)c2c(C)nn(C)c2C)cc1
→ 2.3% | 11.8% | 8.8% | -6.1% | 2.4% | 0.9% | -3.0%
> CCN(CC)C(=O)c1sc2c(c1C)c(=O)n(-c1ccc(Cl)c(Cl)c1)c(=O)n2Cc1cc(=O)n2c(C)cccc2n1
→ 14.4% | 14.1% | -4.3% | 16.3% | u | -0.7% | -1.6%
> Cc1ccccc1OCC(=O)Nc1nnc(S(=O)(=O)N2CCCC2)s1
→ -14.7% | -16.5% | 3.1% | 7.9% | -1.6% | -0.5% | 0.7%
> O=C(Nc1ccc(Cl)cc1Cl)c1cc(S(=O)(=O)N2CCc3ccccc32)ccc1F
→ -4.6% | 9.2% | 2.7% | 17.6% | -5.1% | -0.6% | 0.4%
> CC1Cc2cc(S(=O)(=O)CCC(=O)Nc3ccc(OC(F)(F)F)cc3)ccc2N1C(=O)C1CC1 (centres undefined)
→ 0.6% | 1.1% | 0.7% | x | x | -0.8% | -5.5%
> CCc1ccccc1NC(=O)CSc1nc2c(oc3ccccc32)c(=O)n1-c1ccccc1
→ 4.0% | -1.0% | -2.3% | -0.7% | -9.4% | 0.3% | -1.9%

Compound activity deposited in PubChem by National Center for Advancing Translational Sciences (NCATS).
